Hck-Nef inh = inhibitors of Nef-activated human Hck kinase, primary screen, biochemical, Z-Lyte FRET, 384-well, Hck-YEEI. inhibition, % at 20 µM. AID 463187, 2010. 220,000 compounds, 0.68% hits. Recombinant Hck-YEEI plus Nef, Z-Lyte FRET kinase assay. Tyrosine-protein kinase HCK (Homo sapiens), P08631;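 active = Hck-Nef kinase inhibition above about 50%, limit read from the data; inactive = inhibition below that limit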;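 also: 0% = DMSO with Hck plus Nef and 100% = Hck alone without Nef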
Mdm2 ligase inh = MDM2-luciferase reporter signal enhancers, primary screen, MDM2 E3 ligase inhibitor project, cell-based, luminescence, 1536-well; 210,000 compounds, 0.11% hits; signal enhancement, % at 5 µM; cell-based MDM2 ubiquitination luciferase reporter, 2 h; 0 = plate control, 100 = twice control, blank-subtracted; E3 ubiquitin-protein ligase Mdm2 (Homo sapiens), Q00987;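 active = signal enhancement of 30% or more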;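 also: luminescence tracks abundance of the self-degrading MDM2-luciferase fusion protein; higher signal means inhibition of MDM2 E3 ligase activity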
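Material: stable MDM2–luciferase fusion reporter cells / Quantity: 2000 cells/well / Dosing: single 5 µM compound dose, 0.2% final DMSO / Buffer or medium: DMEM / Schedule: 4 h cell settling then 2 h compound exposure, 37 °C / Detection: luminescence with SteadyLite reagent, 15 min at room temperature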
p97 ATPase inh = inhibitors of human p97 ATPase, primary screen, biochemical; Transitional endoplasmic reticulum ATPase (Homo sapiens), P55072; recombinant p97 ATPase, Kinase-Glo ATP luminescence, 3 h; inhibition, % at 8 µM; 220,000 compounds, 0.42% hits; in the data active = inhibition above about 15%;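 also: 0% = DMSO vehicle and 100% = wells lacking enzyme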
Runt-SMMHC FRET = inhibitors of RUNX1 Runt–CBFb-SMMHC binding, primary screen, biochemical, FRET, Cerulean-Runt, Venus-CBFb-SMMHC, uHTS; Cerulean-Runt/Venus-CBFb-SMMHC FRET ratio 530/480, 1 h; 220,000 compounds, 0.74% hits; Runt-related transcription factor 1 (Homo sapiens) + Core-binding factor subunit beta …; inhibition, % at 20 µM;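 active = mean inhibition across duplicate retests at 20 µM reaching about 50%, limit read from the data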;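 also: 0% = DMSO wells and 100% = wells with excess untagged CBFb-SMMHC; inhibitors lower the FRET ratio by blocking Runt binding to CBFb-SMMHC; some results filed as inactive read as strong as hits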
Target sequence (Q01196 whole entry, looked up): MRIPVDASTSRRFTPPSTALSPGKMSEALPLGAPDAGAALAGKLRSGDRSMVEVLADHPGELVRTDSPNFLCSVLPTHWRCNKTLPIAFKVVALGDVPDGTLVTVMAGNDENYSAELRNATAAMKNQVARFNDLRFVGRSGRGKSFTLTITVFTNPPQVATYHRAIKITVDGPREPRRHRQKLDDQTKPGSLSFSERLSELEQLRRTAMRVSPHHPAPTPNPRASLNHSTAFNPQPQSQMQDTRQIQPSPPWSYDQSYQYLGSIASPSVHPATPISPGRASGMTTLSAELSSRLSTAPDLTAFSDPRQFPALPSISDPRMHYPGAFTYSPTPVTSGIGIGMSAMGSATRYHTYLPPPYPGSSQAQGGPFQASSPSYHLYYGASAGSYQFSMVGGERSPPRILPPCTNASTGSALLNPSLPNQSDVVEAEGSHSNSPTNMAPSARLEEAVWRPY
Target sequence (Q13951 whole entry, looked up): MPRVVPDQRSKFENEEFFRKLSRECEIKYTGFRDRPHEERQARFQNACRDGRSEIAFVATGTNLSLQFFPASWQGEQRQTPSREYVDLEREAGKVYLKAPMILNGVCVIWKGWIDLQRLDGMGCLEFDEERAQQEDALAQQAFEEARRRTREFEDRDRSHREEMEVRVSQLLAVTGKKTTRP
NPY1 pot ag = NPY-Y1 receptor potentiators or agonists, primary screen, cell-based; NPY-Y1 expressing cells, potentiator/agonist activation; activation, % at 3.6 µM; 220,000 compounds, 0.37% hits; AID 1304, 2008; in the data active = activation above about 33%, passing the limit was not always enough;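 also: cells stimulated with NPY at EC10 then isoproterenol at EC100; 0% = low agonist plus stimulus and 100% = saturating agonist plus stimulus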
NPY-Y1 antag = NPY-Y1 receptor antagonists, primary screen, cell-based; AID 1040, 2008; Neuropeptide Y receptor type 1 (Homo sapiens), P25929; inhibition, % at 3.6 µM; HEK293-CNG Y1 cells, membrane potential fluorescence; NPY at EC95, then isoproterenol; 200,000 compounds, 1% hits;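 active = inhibition above the campaign mean inhibition of all tested compounds plus 3 SD, cut at about 20% in these data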;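 also: 0% = DMSO wells given NPY plus isoproterenol and 100% = isoproterenol alone without NPY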
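System: HEK293 cells with Y1 receptor plus CNG channel / Probe or stimulus: NPY 25 nM then isoproterenol 1 µM plus Ro 20-1724 25 µM / Compound: one concentration, 3.6 µM, in 0.4% DMSO / Schedule: compound incubation 1 h at room temperature, readout 45 min post-stimulation / Measured by: membrane potential fluorescence / Read-out: % inhibition of NPY effect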
Runt-CBFb FRET = inhibitors of RUNX1 Runt–CBFb binding, primary screen, biochemical, FRET, Cerulean-Runt, Venus-CBFb, uHTS; inhibition, % at 20 µM; Cerulean-Runt/Venus-CBFb FRET ratio 530/480, 1 h; 220,000 compounds, 0.46% hits; Runt-related transcription factor 1 (Homo sapiens) + Core-binding factor subunit beta …; AID 1496, 2009;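 active = inhibition over about 50% at 20 µM in the single-dose screen, limit read from the data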;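 also: 0% = DMSO wells and 100% = excess unlabeled CBFb competitor control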
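Measured by: fluorescence energy transfer, 422 nm excitation, 530/480 nm emission; Assay system: Cerulean-Runt domain; Medium: Tris pH 7.5 buffer with BSA; Measure: loss of energy transfer signal; Controls: 5 µM unlabeled CBFb as full-inhibition high control; Incubation: protein complex preformed 1 h, compound exposure 1 h, room temperature, dark.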
NPY2 pot ag = NPY-Y2 potentiators or agonists, primary screen, cell-based; 220,000 compounds, 0.45% hits; cells expressing NPY-Y2, potentiator/agonist read-out; activation, % at 3.6 µM; AID 1359, 2008; in the data active = activation above about 27%;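 also: cells stimulated with NPY near EC25 plus isoproterenol at EC100; 0% = vehicle plus submaximal agonist and 100% = vehicle plus saturating agonist; some results beyond the cut were filed as inactive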
RBBP9 inh = human RBBP9 inhibitors, primary screen, biochemical, fluorescence polarization, FP-Rh probe, HTS; inhibition, % at 7.94 µM; 220,000 compounds, 0.2% hits; Serine hydrolase RBBP9 (Homo sapiens), O75884; recombinant RBBP9; AID 1515, 2009;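 active = inhibition above the campaign mean of all tested compounds plus 3 SD, cut at about 14% in these data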;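 also: plate controls were DMSO wells with RBBP9 for no effect and wells lacking RBBP9 protein for full effect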
Target sequence (O75884 whole entry, looked up): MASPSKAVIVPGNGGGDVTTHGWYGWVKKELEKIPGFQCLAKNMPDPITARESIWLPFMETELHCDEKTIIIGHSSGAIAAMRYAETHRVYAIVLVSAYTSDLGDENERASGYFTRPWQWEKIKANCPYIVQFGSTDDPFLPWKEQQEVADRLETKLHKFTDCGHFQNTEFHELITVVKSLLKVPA
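System: RBBP9 protein / Buffer or medium: Tris/NaCl buffer pH 8.0 with 0.1% Pluronic / Probe or stimulus: Serine-hydrolase probe FP-Rh, 375 nM pre-mixing / Dosing: 7.94 µM single dose, 0.794% DMSO / Times: enzyme-compound preincubation 30 min, then probe labeling 45 min, 25 °C / Technique: fluorescence polarization (mP), excitation 525 nm, emission 598 nm / Replication: singlicate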
Starred values were filed as active, the others as inactive; . = no result given; & = joins results of further samples.

#	molecule	Hck-Nef inh	Mdm2 ligase inh	p97 ATPase inh	Runt-SMMHC FRET	NPY1 pot ag	NPY-Y1 antag	Runt-CBFb FRET	NPY2 pot ag	RBBP9 inh
1	c1ccc(-n2nnnc2Oc2cccc3cccnc23)cc1	-1	-8	5	4	-8	1	0	13	-5
2	CC(C)OC(=O)c1c(-c2ccc(C(C)C)cc2)csc1NC(=O)C1CCCO1 (configuration not stated)	0	4	3	-2	-24	3	-10	-12	-1
3	Cc1ccc(S(=O)(=O)NC(=O)N2CCCN(Cc3ccc(F)cc3)CC2)cc1	9	-9	8	-2	5	.	0	11	-4
4	Cc1cc(N/N=C/c2c(O)ccc3ccccc23)nc(-c2ccccc2O)n1	3	-10	3	-32	15	0	-16	8	-12
5	c1ccc(Nc2ccccn2)cc1	-21	-14	-4	-4	-12	1	1	-32	-5
6	COC(=O)c1ccc(CSc2ccc3nnc(-c4ccc(F)cc4)n3n2)o1	25	-3	3	-4	16	-1	-6	-4	-4
7	CCC(C(=O)N1CCN(S(C)(=O)=O)CC1)c1ccccc1 (configuration not stated)	8	-1	-1	0	-16	4	-1	-2	-2
8	CCOC(=O)N1CCN(CC(=O)N2CCC(C(N)=O)CC2)CC1	23	-7	4	5	-13	4	0	0	-4
9	COC(=O)Cc1c(OC)ccn(CCc2c[nH]c3ccccc23)c1=O	7	-15	-6	1	9	2	-2	7	-9
10	CN(C)C(CNC(=O)CNC(=O)c1ccc(Br)cc1)c1ccccc1 (configuration not stated)	2	-14	-2	-6	0	4	-1	-9	-4
11	Cc1[nH]n(C(N)=S)c(=O)c1N=Nc1ccc(S(=O)(=O)N2CCCC2)cc1	7	-1	-2	-6	0	4	-2	-11	0
12	COc1ccc(-n2c(O)c(C=NC3CC3)c(=O)[nH]c2=O)cc1	0	-3	5	-2	8	13	-2	1	-7
13	O=C(OCc1nc2ccccc2s1)c1cnccn1	3	-20	2	0	7	1	-1	4	-5
14	Cn1c(N)c(C(=O)COC(=O)c2cnc(Cl)c(Cl)c2)c(=O)n(C)c1=O	21	-10	6	0	-3	0	-1	2	-8
15	O=C(CCn1nnc2ccccc21)Nc1nnc(COc2ccccc2F)s1	-16	-17	-2	0	-12	3	-2	-12	-6
16	COc1ccc(C(NC(=O)C(C)C)c2c(O)ccc3ccccc23)cc1 (configuration not stated)	19	-8	8	.	24	-10	.	16	-5
17	COc1ccc(C2C(CC(=O)O)=C(Nc3ccccc3)C(=O)N2c2ccccc2)cc1 (configuration not stated)	-25	-4	3	0	-5	-1	-1	-1	3
18	CC1=C(C(=O)Nc2cccc(F)c2)C(c2ccsc2)C2=C(CC(C)(C)CC2=O)N1 (configuration not stated)	20	-3	0	22	-8	11	12	1	-7
19	CCCC(C(=O)NCC1CCCO1)N(Cc1ccco1)C(=O)CNS(=O)(=O)c1ccccc1 (configuration not stated)	1	-6	6	2	-7	0	-2	-10	0
20	CCCOc1ccc(C(=O)NNC(=S)NC(=O)c2ccco2)cc1	14	-24	-2	2	-7	.	5	-31	2
21	COc1ccc(S(=O)(=O)N(Cc2ccccc2)Cc2nc3ccccc3c(=O)[nH]2)cc1	0	-17	-2	4	-18	5	1	4	-4
22	CCCn1c(SCC(=O)Nc2cccc(C(=O)OCC)c2)nnc1-c1ccoc1C	0	-13	-6	1	3	3	-4	8	-5
23	CCCc1c(C(=O)Nc2ccc(F)cc2)cnn1-c1ccccc1	10	3	0	-7	18	.	4	21	5
24	Cc1cc(C)c(C#N)c(N2CCC(C(N)=O)CC2)n1	16	-18	3	3	15	-5	0	2	1
25	C=CCNC(=S)Nc1ccc(N2CCOCC2)c(S(=O)(=O)Nc2ccccc2Cl)c1	12	0	1	-6	13	-2	0	23	-4
26	O=C(Nc1ccc(Oc2ccccc2)cc1)C1CCCO1 (configuration not stated)	4	-33	2	-4	-6	-3	-3	-1	-6
27	CCN(CC)c1ccc(/C=C(\C#N)C(=O)c2ccc(Br)cc2)cc1	-2	-2	0	-193	-5	8	-57	-10	-9
28	O=C(Cc1n[nH]c(=O)c2ccccc12)NC(c1ccccc1)c1ccccc1	15	.	3	-8	25	.	-2	-9	-4
29	CCCCOC(=O)n1c(=O)oc2ccc(S(=O)(=O)N3CCCCC3)cc21	15	-4	3	-4	8	.	1	-11	-1
30	Cc1cccc(-n2ncc3c(NCc4ccco4)ncnc32)c1	5	-7	2	8	-4	6	-2	10	-5
31	COC(=O)c1ccc(C)c(NC(=O)c2nn(C)c(=O)c3ccccc23)c1	6	-9	2	2	6	2	-1	7	-3
32	CN(CC(=O)Nc1cccc(F)c1)CC(=O)Nc1cccc([N+](=O)[O-])c1	65*	11	1	1	-3	-2	-1	0	-9
33	CCOc1ccc(-c2c(C(=O)N/N=C/c3ccccc3)nnn2-c2nonc2N)cc1	29	-10	1	0	11	.	2	23	-11
34	O=C(NCCc1c[nH]c2ccccc12)OCCSS(=O)(=O)O	31	-11	6	-7	0	4	4	1	-8
35	Cc1ccc(NC(=O)COc2ccccc2[N+](=O)[O-])nc1	20	-55	-10	2	7	3	1	-5	2
36	Nc1nc(Cl)nc2c1ncn2[C@H]1C[C@H](O)[C@@H](CO)O1	5	.	1&6	-2&1	0&14	2&2	-3&1	0&13	1&-7
37	COc1cccc(NC(=S)N(CCCN2CCOCC2)C(C)c2cc3ccccc3o2)c1 (configuration not stated)	23	-6	3	1	-3	-2	-1	-14	-13
38	CCCC(=O)NC(=S)N1CCN(c2ccc([N+](=O)[O-])cc2)CC1	3	-7	0	-10	17	2	-3	-2	-9
39	COc1cccc(-c2[nH]nc3c2C(c2ccsc2)C(C#N)=C(N)O3)c1 (configuration not stated)	0	31*	3	-10	-10	14	0	5	2
40	Cc1cc(C)n2nc(SCCOc3ccccc3F)nc2n1	1	0	10	-1	-4	6	-1	-3	1

Whole records from above. Order of screens: Hck-Nef inh, Mdm2 ligase inh, p97 ATPase inh, Runt-SMMHC FRET, NPY1 pot ag, NPY-Y1 antag, Runt-CBFb FRET, NPY2 pot ag, RBBP9 inh
Record of COc1ccc(C(NC(=O)C(C)C)c2c(O)ccc3ccccc23)cc1 (configuration not stated) : 19, -8, 8, ., 24, -10, ., 16, -5
Record of O=C(CCn1nnc2ccccc21)Nc1nnc(COc2ccccc2F)s1 : -16, -17, -2, 0, -12, 3, -2, -12, -6

Excerpt, compounds 32 to 40
#	molecule	Hck-Nef inh	Mdm2 ligase inh	p97 ATPase inh	Runt-SMMHC FRET	NPY1 pot ag	NPY-Y1 antag	Runt-CBFb FRET	NPY2 pot ag	RBBP9 inh
32	CN(CC(=O)Nc1cccc(F)c1)CC(=O)Nc1cccc([N+](=O)[O-])c1	65*	11	1	1	-3	-2	-1	0	-9
33	CCOc1ccc(-c2c(C(=O)N/N=C/c3ccccc3)nnn2-c2nonc2N)cc1	29	-10	1	0	11	.	2	23	-11
34	O=C(NCCc1c[nH]c2ccccc12)OCCSS(=O)(=O)O	31	-11	6	-7	0	4	4	1	-8
35	Cc1ccc(NC(=O)COc2ccccc2[N+](=O)[O-])nc1	20	-55	-10	2	7	3	1	-5	2
36	Nc1nc(Cl)nc2c1ncn2[C@H]1C[C@H](O)[C@@H](CO)O1	5	.	1&6	-2&1	0&14	2&2	-3&1	0&13	1&-7
37	COc1cccc(NC(=S)N(CCCN2CCOCC2)C(C)c2cc3ccccc3o2)c1 (configuration not stated)	23	-6	3	1	-3	-2	-1	-14	-13
38	CCCC(=O)NC(=S)N1CCN(c2ccc([N+](=O)[O-])cc2)CC1	3	-7	0	-10	17	2	-3	-2	-9
39	COc1cccc(-c2[nH]nc3c2C(c2ccsc2)C(C#N)=C(N)O3)c1 (configuration not stated)	0	31*	3	-10	-10	14	0	5	2
40	Cc1cc(C)n2nc(SCCOc3ccccc3F)nc2n1	1	0	10	-1	-4	6	-1	-3	1

Going on with the list:
#	molecule	Hck-Nef inh	Mdm2 ligase inh	p97 ATPase inh	Runt-SMMHC FRET	NPY1 pot ag	NPY-Y1 antag	Runt-CBFb FRET	NPY2 pot ag	RBBP9 inh
41	O=C(NCc1ccco1)c1nn2c(C(F)(F)F)cc(-c3cccs3)nc2c1Cl	0	-20	-6	-55	-25	-1	-44	6	-2
42	COc1ccc(-n2c(C)c(C(=O)O)c3cc(OC)c4ccccc4c32)cc1	18	-12	5	-2	13	.	-3	20	-4
43	COc1ccccc1NC(=O)c1cc(S(=O)(=O)N2CCC3(CC2)OCCO3)ccc1F	2	-3	2	3	0	8	-2	-4	-3
44	O=C(c1coc(=O)c(Br)c1)N1CCOCC1	-2	-8	-1	-5	9	5	1	5	-7
45	CN1/C(=c2/s/c(=C3/C(=O)N(c4ccccc4)NC3=Nc3ccccc3)n(C)c2=O)C(C)(C)c2ccccc21	-1	0	-3	-23	28	-15	-12	4	-9
46	COc1ccc(N2CCN(C(=O)C3CCN(S(=O)(=O)N4CCOCC4)CC3)CC2)cc1	-2	-19	0	0	-6	-2	-2	-15	-8
47	COc1ccc(S(=O)(=O)N2CCCC(C(=O)O)C2)cc1 (configuration not stated)	1	-23	-5	-1	19	2	2	1	-2
48	CCC(C)(C(=O)NC1CCCC1)N(C(=O)Cc1cccs1)c1c(C)n(C)n(-c2ccccc2)c1=O (configuration not stated)	12	-6	2	-2	19	4	1	-2	-3
